Autophagy mod: autophagy modulators in MEF cells, primary screen, imaging, high-content, MEF GFP-LC3. AID 463193, 2010. MEF GFP-LC3 puncta imaging; test concentration mostly 10 µM. actives 0.98% (n = 190,000). calls only at 10 µM (by protocol);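 active means percentage of spot-positive cells more than 3 SD above its plate mean, without a fluorescence outlier flag or 80% toxicity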;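 further: spot-positive cell cutoff set from DMSO-treated cells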
MT stabilizer: microtubule stabilizers in HeLa cells, primary screen, imaging, high-content imaging; HeLa tubulin immunostaining HCS, 24 h; share of cells brighter than vehicle mean+2SD; % tubulin-high responders, % at 10 µM; actives 0.83% (n = 200,000);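 active means plate Z-score above 3 for both tubulin-high and condensed-nucleus cell shares, with cell loss under 80%, at 10 µM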;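 further: anti alpha tubulin signal scored within the nucleus-defined area of each cell; some results filed as inactive read as strong as hits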
Insulin prom up: insulin promoter activators in MIN6 cells, imaging, high-content screening, mouse beta cells. AID 1625, 2009. actives 0.3% (n = 190,000). z-score at 5 µM. MIN6 insulin promoter-GFP reporter; hits give high values;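 active means z-score above 3 at 5 µM with at least 500 cells counted in the well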
Lipid droplet: inhibitors of hepatocyte lipid droplet formation, primary screen, imaging, high-throughput imaging, BODIPY stain; inhibition, % at 6.5 µM; AML12 mouse hepatocytes, oleate lipid droplets; actives 0.4% (n = 240,000);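 active means lipid droplet intensity inhibited by at least 50%, with more than 500 cells counted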
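Test system: AML12 hepatocytes (mouse); reagent: oleate loading, 100 µM; dosing: one dose, 6.5 µM compound; incubation: overnight exposure; signal: fluorescence imaging, 20x objective, two fields per well; read-out basis: % inhibition of corrected integrated BODIPY droplet signal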
NOD2 inhibition: NOD2 signaling inhibitors, cell-based, luminescence, uHTS, HEK293 (AID 1566). HEK293 NOD2/NF-kB luciferase reporter, luminescence; higher % means a stronger effect. one-dose inhibition, % at 4 µM; EC50 in µM for titrated hits. actives 0.63% (n = 290,000); in the data active means inhibition above about 50%; further: many of its hits are not listed in these tables
b-catenin transl: modulators of beta-catenin nuclear translocation, primary screen, imaging, HeLa cells, immunofluorescence, high-content; actives 0.3% (n = 190,000); nuclear translocation activity, % at 5 µM; AID 1665, 2009;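 active means nuclear translocation activity above 50% at 5 µM, with a well cell count of 50 or more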;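 further: per-cell ratio of nuclear to cytoplasmic median beta-catenin stain intensity; plate controls were DMSO negative control for no effect and GSK-3 inhibitor IX positive control for full effect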
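Read-out: Nuclear/cytoplasmic beta-catenin signal ratio, % activation | Assay system: Human HeLa cell line | Times: 24 h compound exposure at 37°C, 5% CO2 | Signal: Fluorescence imaging of beta-catenin antibody stain plus DAPI | Dosing: 5 µM primary, 0.02–20 µM confirmation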
Yfh1-depleted yeast: enhancers of respiration in Yfh1-depleted yeast, dose response, Friedreich's ataxia, plus single-dose screen (AID 1465) | one-dose fold induction at 50 µM; EC50 in µM for titrated hits | actives 0.074% (n = 220,000) | S. cerevisiae Yfh1-off respiration, WST-1 reduction, 72 h; higher fold induction means a stronger effect;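 active means fold induction of absorbance versus untreated yeast above a set limit, then at least 30% activation at any dose in follow-up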;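 further: activators that raise dye reduction in frataxin-depleted yeast; strong numbers were not always called active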
WT yeast gro inh: growth inhibition of WT strain, primary screen, mitochondrial fusion inhibitor project, WT and mutant strains, chemical genetic | mitochondrial fusion phenotypic screen | inhibition, % at 10 µM | actives 2.1% (n = 190,000); in the data active means inhibition above about 58%; tested in S. cerevisiae
Dynein transport: inhibitors of GR-EGFP nuclear translocation, primary screen, dynein cargo transport inhibitor project, imaging, high-content, 3617.4 mouse cells; actives 0.47% (n = 220,000); AID 1381, 2008; z-score, hits read low; test concentration mostly 20 µM; stimulated with dexamethasone, 1 µM; hits give low values;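 active means plate z-score of nuclear minus cytoplasmic receptor signal below a set negative limit, without overly bright fluorescence or cell loss, cut at about -3.5 in these data, passing the limit was not always enough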;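 further: z-score of nuclear minus cytoplasmic ring GR-EGFP intensity difference per well; some compounds called inactive have numbers as strong as hits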
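medium = tetracycline-free induction medium containing charcoal-stripped FBS | also added = 1.0 µM final dexamethasone stimulus | schedule = 48 h induction, 1 h compound, 30 min dex at 37 °C | technique = fixed, Hoechst-stained cells imaged at 10x for EGFP | measure = GR-EGFP nuclear translocation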
WT yeast gro inh mutant strain: recorded beside WT yeast gro inh, whose call it bears; inhibition, %; mitochondrial fusion phenotypic screen, mutant strain inhibition
Dynein transport cytoplasmic EGFP: recorded beside Dynein transport, whose call it bears; z-score; measured here: cytoplasmic GR-EGFP intensity; hits give high values
Dynein transport nuclear GR-EGFP: further read-out of Dynein transport, marked with its call; z-score; measured here: nuclear GR-EGFP intensity;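 lower value marks the stronger effect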
Dynein transport cell count: recorded beside Dynein transport, whose call it bears; z-score; measured here: cell count per field
Insulin prom up cell count: recorded beside Insulin prom up, whose call it bears; cell count; measured here: cytotoxicity, nuclei count;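 total cells summed across four imaged fields per well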
Lipid droplet cells 6.5 µM: recorded beside Lipid droplet, whose call it bears; cell count; measured here: cell count, cytotoxicity flag;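 cells counted across two imaged fields per well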
b-catenin transl cell count 5 µM: further read-out of b-catenin transl, marked with its call; cell count; measured here: cell count, cytotoxicity flag
MT stabilizer Hoechst-high %: further read-out of MT stabilizer, marked with its call; % Hoechst-high responders; measured here: nuclear condensation Hoechst responders;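 share of cells brighter than vehicle mean plus two SD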
MT stabilizer cytotoxicity %: second read-out of MT stabilizer, no call of its own (marks repeat the call); toxicity, %; measured here: cytotoxicity by cell density;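 0% = mean cell density of plate MIN control wells and 100% = no cells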
Autophagy mod cell loss 18 h: second read-out of Autophagy mod, no call of its own (marks repeat the call); toxicity, %; measured here: cell loss, nuclei count;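 cell loss after 18 h compound exposure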
* marks the source's active call; other numbers are inactive results; i = inactive; . = not tested or not shown. Some of the compounds tested; count on the stated rates, not on these rows.

compound	Autophagy mod	Autophagy mod cell loss 18 h	MT stabilizer	MT stabilizer Hoechst-high %	MT stabilizer cytotoxicity %	Insulin prom up	Insulin prom up cell count	Lipid droplet	Lipid droplet cells 6.5 µM	NOD2 inhibition	b-catenin transl	b-catenin transl cell count 5 µM	Yfh1-depleted yeast	WT yeast gro inh	WT yeast gro inh mutant strain	Dynein transport	Dynein transport cytoplasmic EGFP	Dynein transport nuclear GR-EGFP	Dynein transport cell count
CC(C)Cc1cc(C(=O)Nc2sc3c(c2C#N)CCC3)no1	i	9	1.7	2.5	8.5	0	997	.	.	20%	.	.	i	10	7	-0.42	-0.15	-0.08	-0.25
Cc1nc2cc(NCc3nc4ccccc4n3Cc3ccccc3)ccc2n1C	i	-7	1.7	3.3	8.4	-1.2	682	.	.	-64%	-1.7	817	.	9	3	-0.21	-0.21	0.058	0.13
CC1=C(C(N)=O)C(c2ccncc2)n2nc(-c3ccccc3Cl)nc2N1 (stereo not drawn)	.	.	7.8	1.1	4.2	0.77	1536	-58	677	16%	-2.7	1206	i	1	3	-0.54	-0.24	-0.24	0.076
COc1ccc(NC(=O)N/C=C/c2ccccc2)cc1	i	-14	2.0	2.7	10	-0.35	1210	25	664	-58%	0.3	1093	i	-5	-12	0.017	-0.22	0.057	0.17
CCCCN(CCCC)Cc1ccc(C(=O)NNC(=O)Nc2ccc(F)cc2)o1	i	-12	1.6	0.7	3.7	-0.43	1297	-15	710	1%	1.4	1133	i	11	0	-0.98	-0.055	-0.33	0.58
CCO/C(C)=N/n1c2nc3ccccc3nc2c2c(=O)n(Cc3ccccc3Cl)c(C)nc21	i	11	3.4	2.6	2.3	-0.78	1160	.	.	6%	-5.1	1032	i	-1	-17	-0.13	-0.058	0.42	-0.22
CCOC(=O)C1=C(CC)NC2=C(C(=O)CCC2)C1c1ccc(OC)c(OC)c1 (stereo not drawn)	i	1	3.6	2.8	5.1	0.28	843	8	811	-11%	1.5	999	i	-1	-10	-0.023	0.22	0.36	0.47
ONC(=Nc1ccc(Cl)cc1)c1ccccc1Cl	i	-28	2.8	2.2	9.8	-0.12	1910	11	673	8%	0.7	1067	i	-10	-4	-0.65	-0.18	0.06	0.83
O=[N+]([O-])c1ccc2nc(-c3ccc(Cl)cc3)n(OCc3ccccc3)c2c1	i	4	1.3	1.3	8.3	-0.2	1376	.	.	-174%	-1.6	1339	.	7	8	-0.44	-0.17	-0.36	0.12
CCN1CCN(c2nc3ccccc3nc2C(C#N)C(=O)OC2CCCCC2)CC1 (stereo not drawn)	i	11	5.1	3.3	10	-0.62	1465	.	.	9%	-0.3	1363	i	-15	4	-0.28	-0.2	0.078	0.14
O=C(Nc1nc(-c2ccc(S(=O)(=O)N3CCOCC3)cc2)cs1)c1ccccc1	i	5	3.2	2.6	3.7	-0.11	1147	.	.	36%	-0.1	1353	.	4	-12	-0.39	-0.13	0.093	-0.36
O=C(CSc1ncccn1)NCc1cccs1	i	-8	2.3	1.5	8.3	-0.88	1297	-4	635	7%	0.2	984	i	-11	-12	0.9	-0.027	0.86	-1.6
CCOC(=O)CC/C(C)=N\N=C1\SC(CC(=O)O)C(=O)N1c1ccccc1 (stereo not drawn)	.	.	.	.	.	0.17	1066	-5	639	-19%	-1.8	1268	i	.	.	-0.44	-0.19	-0.28	0.28
C=C(C)CN1C(=O)C(O)(CC(=O)c2ccc3c(c2)OCCO3)c2ccccc21 (stereo not drawn)	i	-5	3.7	2.2	5.3	-0.29	1342	-5	739	-4%	-0.3	1201	i	27	4	-0.24	-0.2	0.25	-1
Cc1c(NC(=O)CN2C(=O)NC3(CCCCC3)C2=O)c(=O)n(-c2ccccc2)n1C	i	5	1.9	2.1	4.8	-0.28	1258	-6	744	9%	0.4	991	i	-3	10	-0.42	-0.21	-0.35	0.83
O=C(Nc1cccc(F)c1)c1ccc(Cn2cc([N+](=O)[O-])cn2)o1	i	5	5.1	1.6	2.9	-0.66	1079	-25	757	2%	0.0	1071	i	11	-9	0.24	-0.22	0.32	-0.75
CNC(=O)C1C2C=CC3(O2)C1C(=O)N(C1CC1)C3C(=O)NCc1ccc(OC)cc1 (stereo not drawn)	i	-1	1.6	0.3	25	-0.32	1268	-26	637	9%	.	.	i	8	-4	-1.1	-0.24	-0.21	0.13
Cc1ccc(C)c(Sc2ccc(NC(=O)CCl)cc2)c1	i	7	2.4	3.5	2.5	1.3	1114	18	575	-20%	0.6	891	i	69*	28*	-4.2*	0.76*	-2.5*	-2.4*
Cc1ccc(CNC(=O)c2cc(-c3cc(C)cc(C)c3O)n[nH]2)cc1	.	.	.	.	.	0.04	1016	14	732	25%	-0.6	1239	i	.	.	0.12	-0.26	0.56	0.13
Cc1nc2ccccn2c1/C(O)=C1\C(=O)C(=O)N(CCN(C)C)C1c1ccco1 (stereo not drawn)	i	6	1.6	1.0	0.3	-0.04	1440	-9	704	15%	-1.0	1516	i	7	9	0.7	-0.21	0.23	0.14
CCN(CC)C(=O)CSc1nc(O)cc(=O)n1C	i	3	3.9	1.7	9.3	1.2	1264	8	808	2%	1.4	980	i	-1	-5	0.35	-0.13	0.54	2.2
CN(C)c1nc(N2CCN(c3ccccc3)CC2)c(C#N)c(=O)o1	i	-1	1.4	2.4	11	0.6	1869	9	626	-16%	0.7	1073	i	0	1	0.0081	-0.068	0.24	0.1
O=C(CSc1nnnn1-c1ccccc1Cl)Nc1ccc2c(c1)OCCO2	.	.	2.9	2.8	6.0	-1.4	1760	-6	656	15%	5.3	1028	i	1	-7	-0.57	-0.18	-0.081	-0.041
O=C(NCCC(=O)N1CCN(c2ncccn2)CC1)c1ccccc1Cl	i	5	1.3	1.3	5.3	.	.	17	780	3%	.	.	i	-11	-15	0.15	-0.16	0.76	1.2
CCC(c1nnc(SCC(=O)N2CC3(C)CC2CC(C)(C)C3)o1)N(C)C (stereo not drawn)	i	5	1.7	1.4	7.8	-0.94	1047	.	.	8%	-1.1	1052	i	.	.	0.18	-0.2	0.26	-0.065
COc1ccccc1N1CSC2=C(C#N)C(c3ccc(SC)cc3)CC(=O)N2C1 (stereo not drawn)	i	-1	2.5	2.5	5.4	-0.02	938	.	.	-4%	.	.	i	15	2	-0.064	-0.091	0.058	0.23
CC(NC(=O)C1CCN(S(=O)(=O)N2CCC3(CC2)OCCO3)CC1)c1ccccc1 (stereo not drawn)	i	12	7.9	1.5	6.7	1.1	1231	-2	711	10%	1.5	1059	i	16	-2	1.8	-0.27	1.7	-1.8
Cc1cc(C)n2nc(C(=O)NC(c3ccccc3)c3ccccc3)nc2n1	i	17	4.5	1.4	5.1	-0.85	1345	4	682	14%	-0.2	1124	i	3	7	-1	-0.15	-0.43	0.95
N/C(=N\O)c1ccncc1	.	.	.	.	.	-0.86	1315	-7	706	18%	0.5	1331	i	.	.	-0.044	-0.27	0.009	0.2
CSc1cc(-c2ccccc2)[nH]c(=O)c1C#N	i	11	4.3	2.1	7.8	0.41	1647	-5	686	11%	-3.0	1093	i	3	4	0.48	-0.22	0.53	-0.5
COC(=O)c1ccccc1NC(=O)CN1CCN(c2ccccn2)CC1	i	2	3.8	2.7	8.5	0.59	1619	-4	696	10%	0.2	1551	i	4	-8	-0.13	-0.34	0.034	1
CCCCNC(=S)N1CCN(CC)CC1	i	19	1.4	1.7	4.2	0.32	1496	1	696	5%	0.2	1482	i	-1	2	1.2	-0.25	0.69	-0.087
CCN(CC)S(=O)(=O)c1ccc(S(=O)(=O)N2CCCC2C(=O)O)cc1 (stereo not drawn)	i	-4	2.0	1.3	4.8	2.4	891	-2	701	-14%	-0.5	1036	i	3	4	-0.38	0.0024	-0.26	0.52
C=C1CCN(CC(=O)OC)S(=O)(=O)c2ccccc21	.	.	.	.	.	1.7	523	41	685	3%	2.1	1118	i	.	.	0.3	-0.84	0.16	0.13

Single entries from the results shown.
C=C1CCN(CC(=O)OC)S(=O)(=O)c2ccccc21 in Dynein transport nuclear GR-EGFP = 0.16
CCCCNC(=S)N1CCN(CC)CC1 in MT stabilizer Hoechst-high % = 1.7

As a working copy, part of the list above.
compound	Autophagy mod	Autophagy mod cell loss 18 h	MT stabilizer	MT stabilizer Hoechst-high %	MT stabilizer cytotoxicity %	Insulin prom up	Insulin prom up cell count	Lipid droplet	Lipid droplet cells 6.5 µM	NOD2 inhibition	b-catenin transl	b-catenin transl cell count 5 µM	Yfh1-depleted yeast	WT yeast gro inh	WT yeast gro inh mutant strain	Dynein transport	Dynein transport cytoplasmic EGFP	Dynein transport nuclear GR-EGFP	Dynein transport cell count
CCC(c1nnc(SCC(=O)N2CC3(C)CC2CC(C)(C)C3)o1)N(C)C (stereo not drawn)	i	5	1.7	1.4	7.8	-0.94	1047	.	.	8%	-1.1	1052	i	.	.	0.18	-0.2	0.26	-0.065
COc1ccccc1N1CSC2=C(C#N)C(c3ccc(SC)cc3)CC(=O)N2C1 (stereo not drawn)	i	-1	2.5	2.5	5.4	-0.02	938	.	.	-4%	.	.	i	15	2	-0.064	-0.091	0.058	0.23
